Source: PubChem BioAssay
Tb PFK block = inhibitors of T. brucei phosphofructokinase; O15648; T. brucei PFK, ADP-Glo luminescence; Potency, µM (series often up to 57.5 µM), without a hit: at the highest dose activity, negative = inhibition, hits mostly inhibitors; 330,000 compounds, 0.17% hits; AID 485367;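 further: potency means the concentration at half of the fitted maximal effect; 0% = uninhibited 1x PFK enzyme wells and -100% = no-enzyme wells; nearly all actives have a fitted effect of over 60% in size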
Target sequence (O15648 whole entry, looked up): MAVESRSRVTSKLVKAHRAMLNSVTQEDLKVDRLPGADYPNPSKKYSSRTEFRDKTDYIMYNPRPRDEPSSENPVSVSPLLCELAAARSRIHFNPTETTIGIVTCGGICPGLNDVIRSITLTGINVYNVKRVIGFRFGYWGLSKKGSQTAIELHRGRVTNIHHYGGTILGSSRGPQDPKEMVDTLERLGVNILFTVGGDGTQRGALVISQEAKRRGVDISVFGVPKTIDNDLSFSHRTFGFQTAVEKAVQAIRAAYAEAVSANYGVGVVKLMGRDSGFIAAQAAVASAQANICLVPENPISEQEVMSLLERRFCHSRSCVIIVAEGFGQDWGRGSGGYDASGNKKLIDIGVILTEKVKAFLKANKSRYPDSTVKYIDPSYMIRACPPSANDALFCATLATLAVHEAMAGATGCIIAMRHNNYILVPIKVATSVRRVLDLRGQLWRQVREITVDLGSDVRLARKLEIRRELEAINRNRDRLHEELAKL
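Compounds were pin-transferred as a titration series up to 57 uM into substrate buffer (0.5 mM F6P, 0.1 mM ATP, pH 8.0), then 1.25 nM PFK was added and reactions ran 45 min before ADP-Glo detection.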
TSG101-PTAP inh = blocks PTAP/TSG101 interaction to inhibit HIV-1 budding | 340,000 tested, under 10 active | Fluorescence polarization, FITC-PTAP peptide / Tsg101 binding | AID 493005 | Potency, µM (series often up to 115 µM), inactives show at the highest dose activity change, negative = inhibition, hits mostly inhibitors | Q99816; active means well fitted inhibition curve with a large enough effect in the main read-out, with a control signal flat, not every such curve was filed as active; inconclusive means small, poorly fitted or top-dose-only effect, or effect the other way, or a change in a side signal; inactive means no such curve, though single readings can be large or run the other way; further: potency means the concentration at half of the fitted maximal effect; % of control where 0% means no effect
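Fluorescence polarization binding of Tsg101 binding domain (10 uM final) to FITC-labeled PTAP peptide (50 nM final) in HEPES pH 7.5 buffer with NaCl, Tween 20, EDTA, TCEP. Compounds added before peptide; binding 20 min at RT.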
B2AR arrestin = agonists driving beta-arrestin recruitment to human beta2-adrenergic receptor. P07550. beta-arrestin recruitment to beta2AR, cell-based reporter. Potency, µM (titrated, usually from 46.1 µM), without a hit: at the top dose activation, actives largely listed as activators. 330,000 compounds, 0.02% hits. AID 492947;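 further: potency means the concentration at half of the fitted maximal effect; 0% = DMSO controls and full agonism = EC100 isoproterenol or metaproterenol; nearly all actives have a fitted effect of over 65% in size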
Eya2 phos inh = blocks the phosphatase activity of human Eya2. 330,000 compounds, 0.006% hits. AID 488837. recombinant Eya2, OMFP fluorescence dephosphorylation (OMFP is methylfluorescein phosphate). Potency, µM (series often up to 76.9 µM), for the others: top-dose activity, negative = inhibition, most hits filed as inhibitors. O00167; further: potency means the concentration at half of the fitted maximal effect; on the % scale 0 is the no-effect control and ±100 the full control effect
Target sequence (O00167 whole entry, looked up): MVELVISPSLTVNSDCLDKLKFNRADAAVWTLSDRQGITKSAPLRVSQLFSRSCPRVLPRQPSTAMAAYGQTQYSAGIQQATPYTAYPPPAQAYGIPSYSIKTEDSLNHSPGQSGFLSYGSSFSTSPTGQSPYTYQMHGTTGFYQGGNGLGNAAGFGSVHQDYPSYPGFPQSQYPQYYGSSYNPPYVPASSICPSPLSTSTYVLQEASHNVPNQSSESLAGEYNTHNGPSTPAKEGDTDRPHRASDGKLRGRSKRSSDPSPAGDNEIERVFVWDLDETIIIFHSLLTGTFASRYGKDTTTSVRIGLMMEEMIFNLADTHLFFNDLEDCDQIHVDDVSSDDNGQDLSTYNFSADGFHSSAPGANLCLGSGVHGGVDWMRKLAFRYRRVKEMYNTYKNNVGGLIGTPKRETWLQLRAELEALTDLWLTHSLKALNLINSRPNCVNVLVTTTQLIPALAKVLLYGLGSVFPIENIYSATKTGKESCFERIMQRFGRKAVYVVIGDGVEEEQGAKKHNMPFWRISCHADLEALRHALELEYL
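Eya2 protein (added as 0.2 uM solution) was preincubated with compound for 10 min at ambient temperature in 50 mM HEPES pH 7.5, 50 mM NaCl, 5 uM MgCl2, 0.05% BSA, 1 mM DTT. OMFP (added at 50 uM) then reacted 10 min; fluorescence read at 485/525 nm.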
TCR activator = activators of T cell receptors; AID 504894; 330,000 tested, under 10 active; Potency, µM (series often up to 9.22 µM), for inactives: at the highest dose activation of IL-2 secretion, actives largely listed as activators; primary human leukocytes, anti-CD3, IL-2 HTRF, 48 h; further: % of control where 0% means no effect
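1) Mix primary human leukocytes, a-CD3 beads and compound. 2) Incubate 48 hr. 3) Add HTRF IL-2 reagents (a-IL-2-K, a-IL-2-d2).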
USP2a block = blocks human ubiquitin-specific protease USP2a. 330,000 compounds, 0.01% hits. O75604. USP2 core, Ub-CHOP2 coupled fluorogenic reporter, 485/531. AID 463254. Potency, µM (titrated, usually from 38.3 µM), without a hit: at the top dose activity change, negative = inhibition, hits mostly inhibitors;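 further: potency means the concentration at half of the fitted maximal effect; plate controls were DMSO wells for no effect and full inhibition by NEM control for full effect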
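Cell-free coupled assay: 10nM USP2 core preincubated 30min RT with compound in Tris-HCl pH 8.0/CaCl2/CHAPS buffer, then 25nM Ub-CHOP2 and 25nM reporter substrate; fluorescence (Ex 485/Em 531) read after 60min RT, normalized to NEM inhibition, concentration-response curves fitted.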
uPA generation = blocks generation of uPA at the cell surface. cell surface uPA generation assay, qHTS. Potency, µM (titrated, usually from 38.3 µM), without a hit: at the top dose activity change, negative = inhibition, hits mostly inhibitors. 330,000 compounds, 0.31% hits. AID 540303; active means well fitted inhibition curve with a large enough effect; inconclusive means small, poorly fitted or top-dose-only effect; inactive means no such curve, though single readings can be large or run the other way; tested in mouse RAW 264.7 cells; further: potency means the concentration at half of the fitted maximal effect; on the % scale 0 is the no-effect control and ±100 the full control effect; nearly all actives have a fitted effect of over 55% in size
ELG1 repair inh = blocks ELG1-dependent DNA repair in HEK293T cells. HEK293T ELG1-luciferase reporter, luminescence, 16 h; DNA damage induced by 5-fluorouridine. Potency, µM (titrated, usually from 46.1 µM), for the others: at the top dose activity change, negative = inhibition, hits mostly inhibitors. 330,000 compounds, 2.3% hits; further: potency means the concentration at half of the fitted maximal effect; on the % scale 0 is the no-effect control and ±100 the full control effect; nearly all actives have a fitted effect of over 55% in size
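Cells (2,000 per well) received 5-fluorouridine plus test compound or DMSO and were incubated 16 hr at 37 °C, 5% CO2. Luciferase activity was read by luminescence 30 min after ONE-Glo addition; signal suppression marked inhibition of damage-induced ELG1 function.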
Mito fusion yeast = inhibitors of mitochondrial division or activators of mitochondrial fusion; 320,000 compounds, 0.23% hits; S. cerevisiae fusion-defective mutant growth rescue, CellTiterGlo 48 h; Potency, µM (doses to about 46.1 µM), without a hit: at the top dose growth rescue (activation), usual class: activators;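 further: potency means the concentration at half of the fitted maximal effect; % of control where 0% means no effect; nearly all actives have a fitted effect of over 45% in size; temperature-sensitive fusion mutants such as fzo1-1 at 37 °C on non-fermentable ethanol glycerol medium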
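Yeast fusion mutant, YPEG (non-fermentable carbon), compound, 48 h at 37C non-permissive; CellTiterGlo added, 10 min RT, luminescence read. Rescued growth = division inhibition.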
TSHR antagonist = antagonists of human thyroid stimulating hormone receptor | P16473 | TSHR-expressing cells, TSH-stimulated cAMP HTRF, 2 h; active compounds read low | activity change, negative = inhibition, % at 11.5 µM | 330,000 compounds, 0.2% hits | AID 504810;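 active means activity change below a set negative limit, meaning inhibition stronger than a set level, cut at about -70% in these data; inconclusive means activity change between two set negative limits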; further: on the % scale 0 is the no-effect control and ±100 the full control effect
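Antagonism was scored as loss of TSH-driven cAMP in TSHR cells, stimulated with 4nM TSH (EC80) for 2 hours at 37 deg C and detected by homogeneous HTRF competition immunoassay.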
Chronic BCR inh = chronic active BCR signaling inhibition; 340,000 compounds, 0.05% hits; Potency, µM (titrated, usually from 46.1 µM), for inactives: at the highest dose ratio change, negative = lower green/red ratio, actives largely listed as inhibitors; ABC-DLBCL IkBa-CBG/CBR reporter, luminescence ratio, 4 h; active means well fitted inhibition curve with a large enough effect in the signal ratio, with a control signal flat, not every such curve was filed as active; inconclusive means small, poorly fitted or top-dose-only effect, or effect the other way, or a change in a side signal; the % refers to the signal ratio;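 further: potency means the concentration at half of the fitted maximal effect; plate controls were basal doxycycline-induced cells for no effect and cells given 10 µM MG132 for full effect; MG132 reads +100%, hits lower the ratio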
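Doxycycline induced both beetle luciferases in TMD8 lymphoma cells; IKK-driven degradation limits the IkappaBalpha-fused green signal, while red luminescence normalises for cell number and nonspecific effects. Compounds tested up to 46 uM, 4 hrs.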
The depositor's hits bear a star; ? = inconclusive; nt = not tested or not shown; & = joins results of further samples; ! = a repeat was not active; [ ] = another dose, or the depositor's remark. Unless noted, the call rests on the fitted dose curve; in most records, active means well fitted curve in the direction sought with a large enough effect; inconclusive means small, poorly fitted or top-dose-only effect, or another doubt; inactive means no such curve, though single readings can be large; an effect the other way counts as inactive or inconclusive. Not a hit list, and some 3% of all compounds hit somewhere here.

SMILES	Tb PFK block	TSG101-PTAP inh	B2AR arrestin	Eya2 phos inh	TCR activator	USP2a block	uPA generation	ELG1 repair inh	Mito fusion yeast	TSHR antagonist	Chronic BCR inh
COc1ccc(CNC(=O)C(c2ccco2)N(C(=O)Cc2cccs2)c2cccnc2)cc1 (stereo unspecified)	2.7%	0.6%	-0.1%	0.7%	-8.9%	4.6%	-5.0%	-16.9%	-0.1%	54.2	?
COc1ccc(OC)c(C(=O)NC(CC(N)=O)c2ccc(N3CCC(N4CCCCC4)CC3)c([N+](=O)[O-])c2)c1 (stereo unspecified)	-9.4%	-6.1%	0.4%	10.6%	1.1%	-1.2%	-5.0%	19.0%	-2.6%	12.5	-5.6%
CCOC(=O)C1=C(c2ccccc2)Nc2c(c(=O)n(C)c(=O)n2C)C1c1ccc(O)c(OC)c1 (stereo unspecified)	1.3%	-4.2%	0.0%	?	0.2%	-0.8%	1.5%	-2.5%	2.2%	0.9	6.3%
CCN(CC)CC#CCC(O)(c1ccccc1)C1CCCCC1 (stereo unspecified)	3.7%	-0.7%	0.2%	6.1%	-2.8%	-0.4%	-0.7%	?	-4.5%	-3.0	?
CC1=C(C(=O)Nc2ccccc2C(=O)NCc2ccccc2)SCCO1	0.7%	0.1%	0.0%	-10.5%	-0.1%	2.2%	3.2%	-2.5%	-4.7%	8.8	8.9%
Cc1cc(C)cc(-n2nnnc2-c2cn(C)nc2C(F)(F)F)c1	-0.2%	-10.6%	-0.2%	1.5%	0.8%	0.3%	1.9%	-2.2%	4.6%	-0.5	6.5%
COc1ccc(CCNc2oc(Cc3ccccc3)nc2C#N)cc1OC	-0.1%	0.4%	-0.1%	-33.8%	-0.8%	-1.2%	-2.4%	?	10.3%	-3.7	-16.0%
COc1cccc(C2Nc3ccccc3C(=O)N2c2ccc(F)cc2)c1O (stereo unspecified)	-2.4%	-0.3%	-0.9%	-13.6%	0.6%	0.5%	-4.0%	?	8.6%	0.0	-10.9%
NC(=O)c1nsc(C(=O)N(CC(=O)NC2CCCC2)c2cccc(C(F)(F)F)c2)c1N	6.0%	-7.9%	0.4%	12.5%	-3.4%	-1.4%	0.0%	-8.3%	-0.2%	4.3	-13.7%
O=C(NCC1CCCO1)c1onc(CSc2ccccc2)c1C(=O)O (stereo unspecified)	-2.6%	nt	-0.4%	5.3%	-1.4%	4.5%	-5.9%	-0.7%	0.6%	2.5	-21.0%
CSc1nnc2c(n1)OC(C)N(C(=O)c1ccccc1)c1ccccc1-2 (stereo unspecified)	-1.3%	-3.9%	-0.1%	11.0%	nt	0.6%	-1.1%	-3.8%	3.8%	2.2	-4.0%
CC1CCC2(CC1)NC(=O)N(CC(=O)c1ccc(CNC(=O)C(C)(C)C)s1)C2=O (stereo unspecified)	-5.6%	-0.4%	-0.4%	-1.0%	2.8%	-0.9%	4.5%	-6.5%	-1.9%	2.5	-1.0%
CCN1CCN(CC(=O)Nc2ccc(OC(F)(F)F)cc2)CC1	2.0%	0.6%	0.4%	-8.0%	-3.8%	-1.1%	-7.1%	-1.7%	-2.0%	-6.7	?
O=C(CCSCCC(=O)NCc1ccccc1)NCc1ccccc1	0.1%	-3.3%	-0.1%	-0.3%	nt	4.0%	3.4%	-1.2%	-3.8%	-1.7	-1.1%
CC(C)(CO)NCC(O)Cn1cc(C=O)c2ccccc21 (stereo unspecified)	1.3%	1.2%	0.2%	20.0%	7.3%	-4.4%	-0.7%	-10.1%	-5.3%	3.8	-16.1%
CC(C)C(Nc1ccc(S(=O)(=O)N2CCOCC2)cc1[N+](=O)[O-])C(=O)O (stereo unspecified)	1.1%	-1.4%	-0.3%	-0.6%	-26.8%	-1.3%	5.6%	2.1%	8.2%	-3.5	1.5%
CCc1nc(NC2CCCCC2)c(C#N)c2c1COC(C)(C)C2	0.1%	-5.4%	0.2%	-1.7%	-5.0%	-1.2%	3.0%	?	10.6%	1.9	2.0%
Cc1c(C(=O)N2CCCC2)oc2c1-c1nn(CC(=O)NCCCN3CCCCC3)cc1CC2	-2.4%	-2.7%	0.1%	-17.4%	3.4%	1.7%	0.8%	?	0.0%	10.1	1.1%
CCOc1cc(C2C3=C(CCCC3=O)Nc3ccc4ncccc4c32)ccc1O (stereo unspecified)	-1.6%	0.7%	-0.9%	-0.6%	-0.8%	0.2%	-2.4%	15.3%	1.6%	17.9	-1.5%
CC(=O)Nc1cn(C(C)=O)c(C)n1	-7.9%	nt	-0.3%	5.4%	nt	-0.3%	nt	-8.8%	-5.6%	-0.7	2.1%
CSc1nc2[nH]c3c(c2c2ncnn12)CCCC3	-1.2%	-1.3%	0.5%	5.9%	4.3%	-1.6%	-9.2%	-6.5%	10.2%	-15.6	16.7%
Cc1nc(Nc2ccccc2)sc1-c1ccccc1	-3.4%	-12.2%	-0.1%	-19.2%	-0.4%[46.1 µM]	-3.5%	-8.3%	?	6.9%	-8.1	?
O=C(COC(=O)c1cccc(S(=O)(=O)NCc2ccccc2)c1)c1ccccc1	-2.0%	-2.7%	-1.9%	-8.2%	1.8%[46.1 µM]	-1.0%	-2.8%	-6.3%	4.4%	16.6	-1.7%
Cc1ccc(S(=O)(=O)N[C@@H](CC(C)C)C(=O)N2CCC(C(=O)N[C@H](C(=O)O)C(C)C)CC2)cc1	-1.9%	1.1%	-0.8%	14.3%	-2.2%	-0.9%	0.6%	12.0%	1.1%	3.5	?
CCCN1CCN(C2CCCCC2NS(=O)(=O)c2ccccc2)CC1 (stereo unspecified)	-9.0%	-3.0%	0.0%	-9.7%	-2.7%	5.2%	-10.0%	-3.0%	-6.1%	4.8	3.4%
O=S(=O)(Nc1nc2ccccc2nc1Cl)c1cccc(C(F)(F)F)c1	0.8%	-10.2%	0.5%	5.7%	5.2%	-0.2%	-1.8%	-1.2%	25.7%	-22.1	13.8%
CSc1ccc(Cl)c(C(=O)OCC(=O)N2CC(C)OC(C)C2)c1 (stereo unspecified)	-1.7%	-2.1%	0.1%	-0.3%	-4.6%	-0.8%	1.1%	-12.4%	0.5%	-4.5	?
COc1cc(CNC(=O)CCCCCCC(C)C)ccc1O	0.9%	-4.6%	-0.5%	9.5%&-6.3%	-3.8%	0.4%	?	-3.7%	18.4µM*!	-13.0&-1.1	-7.2%
Cc1noc(C)c1CSCC(=O)N(C)CC(=O)Nc1ccccc1Br	0.0%	-4.0%	0.0%	26.7%	1.2%	0.2%	-0.9%	-6.0%	-2.5%	-0.5	-14.5%
COc1cc(/C=C(/C#N)C(=O)NCc2ccccc2)cc(OC)c1OC	-6.6%	-2.8%	-1.0%	4.3%	nt	-2.6%	?	?	-0.4%	-14.1	?
O=C(Nc1ccc2c(c1)OCCO2)c1ccc(Cl)cc1Cl	-4.3%	-1.0%	-0.1%	8.9%	-0.4%	0.0%	-13.0%	?	0.4%	13.3	-6.6%
CN(C(=O)c1ccc(NC(=O)C2CCCN(C(=O)OC(C)(C)C)C2)cc1)C1CC1 (stereo unspecified)	6.0%	-3.8%	-0.1%	9.2%	-3.6%	2.4%	9.3%	?	nt	-12.6	0.4%
COc1cc(C2C3C(=O)N(c4ccccc4)C(=O)C3ON2c2ccccc2)ccc1O (stereo unspecified)	2.4%	-0.1%	-1.1%	7.4%	0.7%	0.3%	-0.3%	15.9%	3.6%	16.8	?
CC(NC(=O)CNC(=O)c1sc2ccccc2c1Cl)c1ccc(S(N)(=O)=O)cc1 (stereo unspecified)	-3.4%	-0.6%	0.3%	13.6%	-1.2%	3.8%	-0.8%	10.6%	-3.0%	-6.8	12.9%
CCOC(=O)[C@H]1[C@H]2COc3ccc(C)cc3[C@@H]2N2C(=O)[C@@H](C)NC(=O)[C@@]12C	0.3%	-0.9%	0.5%	-8.2%	0.4%	-0.9%	-7.4%	15.3%	-6.8%	9.9	-1.2%
Cc1ccccc1NS(=O)(=O)c1cc2c3c(c1)CC(=O)N3CCC2	2.2%	-2.6%	0.3%	-9.8%	6.0%	1.7%	-2.4%	16.9%	1.8%	-3.8	?
